Bioassay records (PubChem)
rat GALR2 agon: GALR2 (rat) receptor agonism; hit rate 0.5% among 16,000; O08726; cell-based GALR2 agonist screen; activation, % at 10 µM; AID 833; in the data active means activation above about 15%
Target sequence (O08726 whole entry, looked up): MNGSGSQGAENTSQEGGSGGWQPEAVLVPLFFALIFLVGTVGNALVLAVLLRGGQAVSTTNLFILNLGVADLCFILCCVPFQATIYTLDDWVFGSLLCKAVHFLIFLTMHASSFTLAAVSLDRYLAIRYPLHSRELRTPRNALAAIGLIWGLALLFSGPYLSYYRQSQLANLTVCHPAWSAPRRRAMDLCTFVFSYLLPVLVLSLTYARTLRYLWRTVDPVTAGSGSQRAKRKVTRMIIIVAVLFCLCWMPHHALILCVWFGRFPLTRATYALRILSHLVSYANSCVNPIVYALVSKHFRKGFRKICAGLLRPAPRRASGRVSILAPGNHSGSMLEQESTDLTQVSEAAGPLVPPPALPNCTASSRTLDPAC
OPRK1 antag MB: antagonists of human kappa opioid receptor OPRK1, Maybridge library. hit rate 0.4% among 16,000. OPRK1 cells, antagonist mode, fluorescence readout. AID 652031. P41145. inhibition, % at 9 µM; in the data active means inhibition above about 50%
Target sequence (P41145 whole entry, looked up): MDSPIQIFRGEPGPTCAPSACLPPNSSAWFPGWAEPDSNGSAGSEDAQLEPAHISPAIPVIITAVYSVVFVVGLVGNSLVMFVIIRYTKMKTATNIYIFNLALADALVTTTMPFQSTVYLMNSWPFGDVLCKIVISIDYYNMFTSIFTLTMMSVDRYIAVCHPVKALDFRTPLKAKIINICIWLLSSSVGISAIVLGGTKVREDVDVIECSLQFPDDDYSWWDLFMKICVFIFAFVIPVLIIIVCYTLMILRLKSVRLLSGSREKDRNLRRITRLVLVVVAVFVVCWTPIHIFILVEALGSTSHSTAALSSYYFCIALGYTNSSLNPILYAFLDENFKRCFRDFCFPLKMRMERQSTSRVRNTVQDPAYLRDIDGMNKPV
luminol inh ctr: quenches luminol chemiluminescence in Nox1 counter-screen; HRP/luminol/H2O2 chemiluminescence counterscreen; inhibition, % at 6.7 µM; hit rate 0.4% among 16,000; further: reference of the scale not given here
PME-1 Maybridge: Maybridge compound blocking human PME-1. AID 2291. hit rate 0.5% among 16,000. inhibition, % at 9 µM. recombinant PME-1, FP-Rh probe fluorescence polarization; in the data active means inhibition above about 30%
S1P1 ag: activates the human S1P1 receptor | P21453 | AID 1044 | S1P1 agonist cell-based reporter assay | activation, % at 4.5 µM | hit rate 1.5% among 16,000; in the data active means activation above about 80%
TLR4 MyD88 blk: inhibitors of human TLR4-MyD88 binding; Cell-based TLR4-MyD88 binding inhibition assay; inhibition, % at 10 µM; hit rate 0.06% among 16,000; in the data active means inhibition above about 45%
Nox1 inh: human Nox1 inhibition; inhibition, % at 6.7 µM; hit rate 0.81% among 16,000; AID 1792; Q9Y5S8; HT29 cells, luminol chemiluminescence ROS
NOTCH ag: agonists of NOTCH signaling; NOTCH signaling luciferase reporter cells, luminescence; activation, % at 2.5 µM; hit rate 0.4% among 15,000; in the data active means activation above about 2.2%
Active calls of the source: *; x = not tested or not shown. Unless noted, no stated cut-off is given here; in the data, active means inhibition above about 75%; inactive means the rest.

SMILES	rat GALR2 agon	OPRK1 antag MB	luminol inh ctr	PME-1 Maybridge	S1P1 ag	TLR4 MyD88 blk	Nox1 inh	NOTCH ag
O=c1[nH]nc(-c2ccc(F)cc2)cc1-c1ccccc1	-3	-8	-5	2	-21	2	-3	-0.4
O=C1Sc2cccc3cccc1c23	-6	-5	2	-4	3	-7	-57	-0.3
CC1=C(OS(=O)(=O)c2cc(C(F)(F)F)cc(C(F)(F)F)c2)C(=O)CC1	1	11	-1	0	0	10	-16	-0.6
O=S(=O)(O)c1cc2cc3ccccc3cc2[nH]1	-9	12	2	-5	1	-5	-16	-0.1
O=[N+]([O-])c1ccc2c3c(ccc(Br)c13)CC2	-6	-4	-1	3	-12	5	-45	0.5
O=[N+]([O-])c1cccc(-c2noc(COc3ccc(Cl)cc3)n2)c1	-4	5	2	1	58	-2	-44	0.1
N#C/C(N)=C(\C#N)NCc1c(F)cccc1Cl	-7	-4	4	4	-6	5	-3	0.5
CCSc1nc(-c2ccc(Cl)cc2)[nH]c(=O)n1	-4	6	3	0	23	10	-32	0.1
CC(C)(C)C(=O)CC(N)=NC(=O)c1ccc(Cl)cc1	-5	-11	4	-3	-20	0	-84	-0.5
Nc1nc(N)c(Br)c(=O)[nH]1	-9	14	-3	0	-6	12	0	-0.1
S=c1sc2ccccc2n1CCn1c(=S)sc2ccccc21	11	2	-5	2	-9	7	17	0.1
CCOC(=O)c1cc(-c2ccccc2)n(-c2ccccc2)c1C	-3	-10	11	1	2	-7	-8	-0.2
O=S(=O)(NC1CCCCC1)c1ccc(Cl)cc1I	-6	-12	-4	9	8	2	25	0.1
Nc1nc(-c2ccncc2)ncc1S(=O)(=O)Cc1ccco1	-7	-1	-1	2	-7	3	-21	0.2
CC1(C)S[C@H](CNC(=O)Cc2ccccc2)N[C@H]1C(=O)O	-5	-4	-5	3	-3	-10	10	0.9
CN(C)c1ccc(C(=O)N/N=C/c2ccc(N(C)C)cc2Cl)cc1	-3	-11	4	6	18	-9	-11	-0.1
CC(=O)NCCc1c(F)cccc1Cl	-4	24	-2	1	-7	2	-26	-0.5
N/C(=N\C(=O)N1CCOCC1)c1ccccc1OC(F)(F)F	-6	9	-6	5	-175	6	18	-6.5
CNC(=S)Sc1ccc(F)cc1F	-5	8	2	-1	0	3	-54	-5.6
COc1ccccc1CCn1cc(C#N)c(=O)[nH]c1=O	-6	20	1	3	4	-2	-41	-0.7
CC(CC(=O)O/N=C(\N)c1ccc(C(F)(F)F)cc1)S(=O)(=O)c1ccc(Cl)cc1 (stereo not given)	-5	32	-7	8	3	2	30	-1.4
Nc1cc(-c2csc(-c3cccnc3)n2)nn1-c1ccc(Cl)cc1	-6	14	-6	5	13	1	12	-0.4
CSC(=NCc1cccs1)NC#N	-6	-14	-7	3	-8	-1	-23	-0.3
O=S(=O)(CC(O)COc1ccc(Br)cc1)c1ccc(Cl)cc1 (stereo not given)	-4	0	2	2	-17	-3	-28	0.0
CCOC(=O)C(NS(=O)(=O)c1ccc(OC(F)(F)F)cc1)C(C)C (stereo not given)	-6	-19	0	5	2	3	-4	-0.5
O=C(O)CCc1n[nH]c(=O)[nH]c1=O	-4	1	-5	6	-2	-2	-15	-0.7
CNC(=O)c1ccccc1Sc1ccccc1C(=O)NC	-5	5	0	-2	-10	-10	-23	-0.3
Nc1nc(NC2CCCCNC2=O)n[nH]1 (stereo not given)	-7	13	62	8	-4	6	92*	-0.2
COC(=O)c1c(C)nn(C(=O)c2ccc(C(F)(F)F)cc2)c1-c1ccno1	-3	7	-4	4	3	6	16	-0.4
O=C(NC(=O)N1CCOCC1)c1ccc([N+](=O)[O-])s1	2	3	3	-2	89*	14	-29	-1.2
O=C(Nc1ccccc1N1CCCCC1)c1ccco1	-9	-2	3	0	-10	2	-9	-0.7
COC(=O)C1=C(C)NC(=O)NC1c1ccccc1 (stereo not given)	-5	1	2	-6	-1	14	-73	0.0
Cc1cc(C(=O)CC#N)c(C(F)(F)F)o1	-6	-7	-2	1	1	2	-42	-0.9
CS/C(N)=N/N=C/c1cccs1	-1	-2	-2	1	-1	2	-80	0.0
NC(=O)C1CCN(Cn2cnc3ccccc32)CC1	-5	13	-2	5	-2	-6	-19	-0.5
Cc1ccc(-n2cccc2/C=C(\C#N)S(C)(=O)=O)c([N+](=O)[O-])c1	-1	2	-3	13	2	2	8	0.5
Clc1cncc(Oc2ccc(-n3cccc3)cn2)c1	-6	-4	-2	5	33	-3	4	-0.7
CC(C)(C)c1ccc(C(=O)NC(=S)NCc2ccco2)cc1	-6	13	4	-5	-3	-4	-54	-0.4
COC(=O)Cc1ccc2oc3cc(OC)ccc3c(=O)c2c1	-6	-9	2	-1	5	7	-49	0.1
N#Cc1cccc(C#N)c1Oc1ccc(S(=O)(=O)NCc2ccco2)cc1	-6	-13	2	6	10	-3	-62	-0.4
Clc1ccc2sc(SCc3ccccc3)nc2c1	-7	-2	2	-2	-3	-5	-21	-0.2
N#Cc1cccc(S(N)(=O)=O)c1	-5	16	3	-2	42	8	-35	-0.2
O=C(NC1CCCCNC1=O)c1ccco1 (stereo not given)	-3	-8	-7	6	-5	-11	8	-0.4
O=C(Nc1nnc(C(F)(F)C(F)(F)C(F)(F)F)s1)c1cccs1	-5	2	0	3	14	3	-12	0.3
O=C(Nc1ccccc1)Sc1ccccc1Cl	-3	16	2	-1	72	5	-59	-1.0

S1P1 ag, entries above that show a hit.
SMILES | rat GALR2 agon | OPRK1 antag MB | PME-1 Maybridge | S1P1 ag | TLR4 MyD88 blk | Nox1 inh | NOTCH ag
O=C(NC(=O)N1CCOCC1)c1ccc([N+](=O)[O-])s1 | 2 | 3 | -2 | 89* | 14 | -29 | -1.2

(more compounds)
SMILES	rat GALR2 agon	OPRK1 antag MB	luminol inh ctr	PME-1 Maybridge	S1P1 ag	TLR4 MyD88 blk	Nox1 inh	NOTCH ag
CCOC(=O)/C=C1\CSCC(C(=O)OCC)N1 (stereo not given)	-9	-6	3	4	-1	4	-29	0.0
O=C(NNc1c(Cl)cccc1Cl)c1ccno1	-6	-1	7	9	16	0	-22	1.0
O=C1NC(=S)N/C1=C\c1cccnc1	-5	-12	41	-1	-8	-7	-18	0.3
Cc1cc(Oc2ncccc2[N+](=O)[O-])c2ccccc2n1	-8	-1	0	4	9	1	-23	-0.4
Cc1cccc2nc(-c3ccccc3)oc(=O)c12	-5	41	-5	5	-3	-4	-5	-0.2
CC1CC(N=Cc2ccc([N+](=O)[O-])s2)CC(C)(C)C1 (stereo not given)	-7	2	2	0	-6	7	-28	0.0
O=S(=O)(NCc1cccs1)c1c(F)cccc1F	-6	-10	-4	5	-11	-3	-6	-1.2
COc1ccc([N+](=O)[O-])c(OC)c1C(=O)Nc1ccc(F)c(Cl)c1	-5	-2	-6	2	14	-1	17	x
Cn1cnc(S(=O)(=O)NCc2c(Cl)cccc2Sc2ccc(Cl)cc2)c1	-7	0	1	8	7	3	-32	-0.7
N#CCCn1cccc1CN1CCOCC1	-8	-94	4	3	13	6	-28	-0.1
Cn1c(N)c(C(C[N+](=O)[O-])c2c(F)cccc2Cl)c(=O)n(C)c1=O (stereo not given)	-8	-11	13	-1	1	-2	-24	x
Cc1ccc2sc(NC(=O)NC(=O)c3c(Cl)cccc3Cl)nc2c1	-9	7	3	-11	29	-11	-15	-0.7
Cc1nc(C(F)(F)F)ccc1C(=O)NNC(=S)Nc1ccc(F)c(Cl)c1	-2	6	52	2	-11	-6	31	-5.5
COc1ccc(C(N)=NC#N)cc1	-6	4	-1	1	-2	-2	-53	-0.4
CSc1ccc([N+](=O)[O-])cc1-c1ccn(S(C)(=O)=O)n1	-5	1	4	2	4	9	-42	0.3
Cc1ccc(C)n1N(C)c1cccc(F)c1C#N	-8	15	-42	9	2	-5	9	-0.3
c1ccc(-c2nnsc2-c2ccccc2)cc1	-4	-5	-1	4	19	-4	-56	-0.7
CCCC[C@H](NC(C)=O)C(=O)O	-6	-5	2	-2	-5	9	-67	0.1
Cc1nc(C)c(-c2ccnc(C34CC5CC(CC(C5)C3)C4)n2)o1	-3	20	3	-4	-8	-3	-17	-0.3
Cc1cc(/C(N)=N\O)n(C)n1	-4	-2	-1	0	73	x	-45	1.2
COc1cc2c(cc1OC)CN(C(=O)c1cc(C(C)(C)C)nn1C)CC2	-3	8	-4	4	3	-1	-12	-0.1
NC(N)=NC(N)=Nc1cc(-c2cccs2)[nH]n1	-6	10	-8	0	-7	2	16	-0.6
O=S(=O)(c1ccc(NC(=S)Nc2ccc3c(c2)OCO3)cc1)N1CCCCC1	-5	-9	5	1	-4	-1	-19	-1.0
CS(=O)(=O)Nc1ccccc1NS(C)(=O)=O	-8	-10	61	1	-8	-1	-2	-0.9
O=C(Nc1ccccc1Cl)N1CCCN(c2nc(-c3ccccc3)ns2)CC1	-9	-2	-5	-4	20	-4	26	1.1
CC(=O)c1ccccc1NC(=O)/C=C\C(=O)O	-7	-3	2	-1	5	13	-24	-0.4
Cc1csc(SCC(=O)NNC(=O)c2ccc([N+](=O)[O-])o2)n1	-6	23	0	0	4	-8	-19	0.1
N#CC(C#N)=C1c2cc(S(N)(=O)=O)cc([N+](=O)[O-])c2-c2c1cc(S(N)(=O)=O)cc2[N+](=O)[O-]	-11	5	8	73*	-14	-21	34	-0.3
COc1cc(OC)cc(-c2nc(N)c3c(C)c(-c4ccc(OC)c(OC)c4)sc3n2)c1	-4	1	-1	1	-18	-7	-40	-0.5
OCCCc1[nH]nc(-c2ccc(Cl)cc2)c1Br	-4	13	-3	5	-2	-6	1	0.7

Rewritten bar-delimited: entries from further up
SMILES | rat GALR2 agon | OPRK1 antag MB | luminol inh ctr | PME-1 Maybridge | S1P1 ag | TLR4 MyD88 blk | Nox1 inh | NOTCH ag
Cc1nc(C(F)(F)F)ccc1C(=O)NNC(=S)Nc1ccc(F)c(Cl)c1 | -2 | 6 | 52 | 2 | -11 | -6 | 31 | -5.5
COc1ccc(C(N)=NC#N)cc1 | -6 | 4 | -1 | 1 | -2 | -2 | -53 | -0.4
CSc1ccc([N+](=O)[O-])cc1-c1ccn(S(C)(=O)=O)n1 | -5 | 1 | 4 | 2 | 4 | 9 | -42 | 0.3
Cc1ccc(C)n1N(C)c1cccc(F)c1C#N | -8 | 15 | -42 | 9 | 2 | -5 | 9 | -0.3
c1ccc(-c2nnsc2-c2ccccc2)cc1 | -4 | -5 | -1 | 4 | 19 | -4 | -56 | -0.7
CCCC[C@H](NC(C)=O)C(=O)O | -6 | -5 | 2 | -2 | -5 | 9 | -67 | 0.1
Cc1nc(C)c(-c2ccnc(C34CC5CC(CC(C5)C3)C4)n2)o1 | -3 | 20 | 3 | -4 | -8 | -3 | -17 | -0.3
Cc1cc(/C(N)=N\O)n(C)n1 | -4 | -2 | -1 | 0 | 73 | x | -45 | 1.2
COc1cc2c(cc1OC)CN(C(=O)c1cc(C(C)(C)C)nn1C)CC2 | -3 | 8 | -4 | 4 | 3 | -1 | -12 | -0.1
NC(N)=NC(N)=Nc1cc(-c2cccs2)[nH]n1 | -6 | 10 | -8 | 0 | -7 | 2 | 16 | -0.6
O=S(=O)(c1ccc(NC(=S)Nc2ccc3c(c2)OCO3)cc1)N1CCCCC1 | -5 | -9 | 5 | 1 | -4 | -1 | -19 | -1.0
CS(=O)(=O)Nc1ccccc1NS(C)(=O)=O | -8 | -10 | 61 | 1 | -8 | -1 | -2 | -0.9
O=C(Nc1ccccc1Cl)N1CCCN(c2nc(-c3ccccc3)ns2)CC1 | -9 | -2 | -5 | -4 | 20 | -4 | 26 | 1.1
CC(=O)c1ccccc1NC(=O)/C=C\C(=O)O | -7 | -3 | 2 | -1 | 5 | 13 | -24 | -0.4
Cc1csc(SCC(=O)NNC(=O)c2ccc([N+](=O)[O-])o2)n1 | -6 | 23 | 0 | 0 | 4 | -8 | -19 | 0.1
N#CC(C#N)=C1c2cc(S(N)(=O)=O)cc([N+](=O)[O-])c2-c2c1cc(S(N)(=O)=O)cc2[N+](=O)[O-] | -11 | 5 | 8 | 73* | -14 | -21 | 34 | -0.3
COc1cc(OC)cc(-c2nc(N)c3c(C)c(-c4ccc(OC)c(OC)c4)sc3n2)c1 | -4 | 1 | -1 | 1 | -18 | -7 | -40 | -0.5
OCCCc1[nH]nc(-c2ccc(Cl)cc2)c1Br | -4 | 13 | -3 | 5 | -2 | -6 | 1 | 0.7
